High-throughput results deposited in PubChem by Broad Institute.
SIRT5 inh: blocks human SIRT5 desuccinylation of peptide. Q9NXA8. Purified SirT5, succinyl-peptide AMC, trypsin-coupled fluorescence. inhibition, % at 15 µM. hit rate 1.1% among 330,000; in the data active means inhibition above about 15%; inconclusive means no clear call, values can overlap the other calls
Target sequence (Q9NXA8 whole entry, looked up): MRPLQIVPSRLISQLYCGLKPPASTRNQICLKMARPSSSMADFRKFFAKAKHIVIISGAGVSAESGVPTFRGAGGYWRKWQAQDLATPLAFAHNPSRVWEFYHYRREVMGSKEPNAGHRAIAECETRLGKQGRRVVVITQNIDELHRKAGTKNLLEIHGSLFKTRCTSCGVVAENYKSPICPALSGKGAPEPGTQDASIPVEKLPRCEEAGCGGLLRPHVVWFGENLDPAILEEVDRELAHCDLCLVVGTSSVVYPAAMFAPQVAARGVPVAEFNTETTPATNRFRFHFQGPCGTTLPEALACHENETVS
EWS-Fli inh: inhibitors of EWS/Fli oncoprotein transcriptional activity. AID 651661. hit rate 0.67% among 350,000. inhibition, % at 12.6 µM. A673 NR0B1-luciferase reporter, viability-normalised;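 active means mean inhibition of at least 50% after viability correction, with every replicate also passing that limit; inconclusive means mean reaches 50% but only one of two replicates passes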;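 further: firefly luciferase signal divided by Alamar Blue viability fluorescence both relative to DMSO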
PAX8 reporter: inhibitors of PAX8 transcriptional activity in RMG-I cells; RMG-I TPO-luciferase reporter, SteadyGlo, 24 h; inhibition, % at 12.6 µM; hit rate 1.2% among 360,000; AID 652154;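 active means mean replicate inhibition at least 60% with every replicate also reaching 60%; inconclusive means only one of the two criteria is met; inactive means mean below 60% and not all replicates reaching 60%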;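 further: luciferase light reporting Pax8 driven TPO promoter activity; plate controls were median of neutral control wells for no effect and mitoxantrone controls for full effect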
ARNT-TACC3 inh: disruptors of human ARNT/TACC3 interaction. Q9Y6A5. AlphaScreen His-ARNT PAS-B/GST-TACC3 binding, luminescence; TACC3 fragment carries E629A point mutation. inhibition, % at 9.99 µM. hit rate 0.66% among 390,000;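 active means mean inhibition of replicates at least 50% and at least half of replicates each reaching 50%; inconclusive means half or more replicates reach 50% but mean below 50%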;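 further: 0% = complete ARNT plus TACC3 wells and 100% = ARNT alone without TACC3; many hits fall short of the cut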
DENV2 CPE: DENV2-induced cell death inhibition. DENV2-infected cells, cytopathic effect rescue, plate reader. CPE inhibition, % at 9.99 µM. hit rate 1.7% among 350,000; in the data active means CPE inhibition above about 20%, passing the limit was not always enough; inconclusive means no clear call, values can overlap the other calls; tested in BHK-21 cells;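 further: 0% = median of neutral control wells and 100% = median of positive control wells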
LGR2 inh: blocks bursicon-induced cAMP signaling via Drosophila LGR2. HEK293 LGR2, CRE-luciferase, bursicon-stimulated, 4 h. inhibition, % at 9.99 µM. hit rate 0.35% among 380,000. AID 720647;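 active means drop in luminescence signal, shown as inhibition above about 50% in the replicate tests, limit read from the data, passing the limit was not always enough; inconclusive means probably only some replicates passing the limit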;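 further: agonist challenge used bursicon conditioned medium at about half maximal strength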
Casp6 inh: blocks human caspase-6 cleavage activity. AID 686996. purified caspase-6, Z-VEID-R110 cleavage fluorescence. P55212. hit rate 0.53% among 350,000. inhibition, % at 12.5 µM;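 active means mean inhibition across replicates at least about 35%, with every replicate also reaching that limit, limit read from the data; inconclusive means only one of the two criteria met; inactive means neither criterion met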;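 further: 0% = median of neutral control wells and 100% = no fluorescence left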
Target sequence (P55212 24-179 limits assumed): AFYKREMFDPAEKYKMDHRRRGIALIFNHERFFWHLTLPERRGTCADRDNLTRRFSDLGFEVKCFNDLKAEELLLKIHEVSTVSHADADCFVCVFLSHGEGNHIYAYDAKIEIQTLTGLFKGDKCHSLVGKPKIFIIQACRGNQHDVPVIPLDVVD
Target sequence (P55212 194-293 limits assumed): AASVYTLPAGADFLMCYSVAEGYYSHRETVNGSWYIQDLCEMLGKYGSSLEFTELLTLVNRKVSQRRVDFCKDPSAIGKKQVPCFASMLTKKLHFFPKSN
Starred values were filed as active, the others as inactive; ? = inconclusive; · = no result given.

SMILES	SIRT5 inh	EWS-Fli inh	PAX8 reporter	ARNT-TACC3 inh	DENV2 CPE	LGR2 inh	Casp6 inh
CCCNC(=O)N(C)C[C@H]1Oc2cc(C#C[C@H](C)O)ccc2S(=O)(=O)N([C@H](C)CO)C[C@@H]1C	2	-12	·	-15	-10	-12	-1
CCOC(=O)N(C)C[C@H]1OCc2cn(nn2)CCCC(=O)N([C@@H](C)CO)C[C@H]1C	-5	-2	·	1	?	-10	-1
Cc1ccc(Nc2nnc(SCC(=O)Nc3cccc(S(=O)(=O)NC4=NCCCCC4)c3)s2)c(C)c1	·	·	-7	2	·	-3	·
CCN1[C@@H]2Cn3c(ccc(-c4ccccc4OC)c3=O)[C@H]1[C@@H](C(=O)N[C@@H](C)c1ccccc1)[C@@H]2CO	1	2	·	6	-4	4	-1
CCOC(=O)/C=C/C(=O)N1CCN(C(=O)/C=C/C(=O)OCC)CC1	3	3	-15	12	?	3	0
O=C(Nc1cccc2ccccc12)N1N=CCC1c1ccccc1 (stereo not given)	2	-88	-85	·	0	-25	1
O=C(C[C@@H]1CC[C@H]2[C@@H](COC[C@@H](O)CN2Cc2ccc(Oc3ccccc3)cc2)O1)N1CCN(c2ccccc2)CC1	8	36	64*	4	-4	18	1
O=C(COc1ccc2c3c(c(=O)oc2c1)CCCC3)NCc1ccccn1	-12	0	-2	-1	-5	3	-5
Cc1ccc(S(=O)(=O)Nc2ccc3c(c2)CC(=O)N([C@H](C)CO)C[C@@H](C)[C@H](CN(C)C(=O)NC2CCCCC2)O3)cc1	2	-3	13	-9	-1	-20	-2
CCCc1cn(CC[C@@H]2CC[C@@H](NS(=O)(=O)c3ccc(-c4ccccc4)cc3)[C@@H](CO)O2)nn1	2	11	14	-33	16	-18	-2
CCCC(=O)OCC(=O)Nc1ccc([N+](=O)[O-])cc1C#N	0	10	-14	24	-3	23	1
Cc1ccc(S(=O)(=O)NC(=O)ON=Cc2ccc3c(c2)OCO3)cc1	-2	-7	1	·	-1	-12	-3

Complete entries from above. Values in the order: SIRT5 inh | EWS-Fli inh | PAX8 reporter | ARNT-TACC3 inh | DENV2 CPE | LGR2 inh | Casp6 inh
CCOC(=O)/C=C/C(=O)N1CCN(C(=O)/C=C/C(=O)OCC)CC1 as listed: 3 | 3 | -15 | 12 | ? | 3 | 0
O=C(Nc1cccc2ccccc12)N1N=CCC1c1ccccc1 (stereo not given) as listed: 2 | -88 | -85 | · | 0 | -25 | 1

Next part
SMILES	SIRT5 inh	EWS-Fli inh	PAX8 reporter	ARNT-TACC3 inh	DENV2 CPE	LGR2 inh	Casp6 inh
O=c1[nH]c(C2CCN(S(=O)(=O)c3ccc(S(=O)(=O)NC4CC4)cc3)CC2)nc2c1nnn2Cc1ccc(F)cc1	1	13	-7	-2	-5	4	6
CS(=O)(=O)N(Cc1ccc(C(=O)NN=C2CCCC2)cc1)c1ccccc1	·	·	-22	0	·	-1	·
Cc1ccc(NC(=O)CS(=O)CC(=O)NC23CC4CC(CC(C4)C2)C3)cc1 (stereo not given)	1	-4	11	·	-5	-10	3
CC(O)c1ccc(-n2cnnn2)cc1 (stereo not given)	4	-9	-14	-11	0	14	1
Cn1ccnc1C(=O)c1ccc(NN)c([N+](=O)[O-])c1	0	-47	18	13	?	-10	2
CC1CC1C(=O)Nc1nc2ccc(S(C)(=O)=O)cc2s1 (stereo not given)	-1	-26	-36	3	7	13	-5
Cc1cc(C2(O)C(=O)Nc3ccccc32)ccc1F (stereo not given)	1	18	10	-2	-3	-1	36*
CCCC#Cc1ccc2c(c1)O[C@@H](CN(C)C(=O)c1ccncc1)[C@H](C)CN([C@H](C)CO)S2(=O)=O	-1	-16	·	·	0	15	0
Cc1[nH]c2ccccc2c1C(=O)CN1C(=O)C(=O)N(CCC2=CCCCC2)C1=O	3	6	23	·	-8	4	-3
O=C1CN(C(=O)COC(=O)c2ccc(C(F)(F)F)cc2)c2ccccc2N1	1	2	-7	-6	3	15	-1
COc1cccc(S(=O)(=O)N(C)C[C@H]2OCc3ccccc3-c3ccccc3C(=O)N([C@@H](C)CO)C[C@H]2C)c1	1	-10	-16	5	19	5	1
CC(C)(C)OCC1CO1 (stereo not given)	·	-1	·	·	-11	-10	2
COc1ccc(S(=O)(=O)N(C)C[C@H]2Oc3c(NC(=O)c4nc5ccccc5s4)cccc3C(=O)N([C@H](C)CO)C[C@H]2C)cc1	1	-1	·	-14	1	8	-4
COCc1cc(N2CCN(C(=O)OC(C)(C)C)C[C@H]2C)ccc1N1CCN(Cc2ccccc2)[C@@H](C)C1	·	28	11	·	-1	-4	1
Cc1ccc(-c2ccc([C@H]3[C@@H](CO)N4CCCCN(Cc5cncnc5)C[C@H]34)cc2)cc1	1	-4	-24	8	2	-5	-1
CO[C@@H]1CN(C)C(=O)c2ccc(NC(=O)C3CCCC3)cc2OC[C@@H](C)NC[C@H]1C	-2	1	0	-24	1	20	1
CC(C)NC(=O)Nc1ccc2c(c1)C(=O)N([C@@H](C)CO)C[C@H](C)[C@@H](CN(C)C(=O)c1ccncc1)OCCCC[C@H](C)O2	0	·	-12	1	-1	-12	3
NS(=O)(=O)c1cccc(NC(=O)COC(=O)Cn2cnc3ccccc32)c1	-1	9	17	-6	?	17	2
COc1ccc(/C=C2\C(=O)ON=C2c2ccccc2)cc1OC	5	13	-23	-8	13	-20	-2
CC1(C)CC2(CC(c3ccccc3)Oc3cc(O)ccc32)NC(=O)N1 (stereo not given)	-2	-10	13	·	-4	-2	3
N=C1C(c2nc3ccccc3s2)=C(O)CN1NC(=O)c1ccccc1[N+](=O)[O-]	-1	1	-37	-2	-1	17	-3
CC(NC(=O)c1sc2ccccc2c1Cl)C1CCCO1 (stereo not given)	·	·	-86	-13	·	-46	·
CS(=O)(=O)N1Cc2cc(C(=O)NCC3CCCCC3)nc(-c3cccc(-c4cccnc4)c3)c2[C@H]1CCO	2	14	2	·	-7	5	-1
CC1=CC(=C(C#N)C#N)C=C(C)N1CCN1CCNCC1	4	-12	10	-2	-5	10	-1

Some entries already given, showing only EWS-Fli inh, SIRT5 inh and Casp6 inh:
| Structure | EWS-Fli inh | SIRT5 inh | Casp6 inh |
| --- | --- | --- | --- |
| CO[C@@H]1CN(C)C(=O)c2ccc(NC(=O)C3CCCC3)cc2OC[C@@H](C)NC[C@H]1C | 1 | -2 | 1 |
| CC(C)NC(=O)Nc1ccc2c(c1)C(=O)N([C@@H](C)CO)C[C@H](C)[C@@H](CN(C)C(=O)c1ccncc1)OCCCC[C@H](C)O2 | · | 0 | 3 |
| NS(=O)(=O)c1cccc(NC(=O)COC(=O)Cn2cnc3ccccc32)c1 | 9 | -1 | 2 |
| COc1ccc(/C=C2\C(=O)ON=C2c2ccccc2)cc1OC | 13 | 5 | -2 |

Carrying on:
SMILES	SIRT5 inh	EWS-Fli inh	PAX8 reporter	ARNT-TACC3 inh	DENV2 CPE	LGR2 inh	Casp6 inh
COC(=O)C1(C)NC(c2ccccc2C)C2C(=O)N(c3ccccc3)C(=O)C21 (stereo not given)	1	8	14	3	2	-1	0
CCOc1ccc(NC(=O)C2CCC(N3C(=O)C4CC=CCC4C3=O)CC2)cc1 (stereo not given)	0	·	·	7	·	-2	2
C[C@H]1CN([C@@H](C)CO)C(=O)c2cccc(NS(=O)(=O)c3ccccc3)c2O[C@H]1CN(C)Cc1ccc(Cl)c(Cl)c1	-1	-5	-28	1	-6	-1	-2
C[C@H]1CN([C@@H](C)CO)S(=O)(=O)c2ccc(C#CC(C)(C)O)cc2O[C@H]1CN(C)CC1CC1	-1	-4	·	-3	-6	0	4
COC(=O)C1=C(N)OC2=C(C(=O)CCC2)C1c1cccnc1 (stereo not given)	1	0	3	-2	-3	8	1
COc1ccc(Cl)cc1C(=O)NNC(=O)CSc1nnnn1C	-1	10	19	0	-6	12	8
COc1cccc(NC(=O)N(C)C[C@H]2OCc3cnnn3CCCC(=O)N([C@@H](C)CO)C[C@@H]2C)c1	-10	3	-7	-1	-6	19	4
Cc1ccccc1N(C(=O)c1snc(C(N)=O)c1N)C(C(=O)NCC1CCCO1)c1ccc(F)cc1 (stereo not given)	1	-4	0	1	5	-8	3
Cc1ccc(C)c(-c2nnc(NC(=O)COc3ccccc3)o2)c1	-5	-1	16	20	-2	-7	-1
C[C@H](CO)N1C[C@H](C)[C@@H](CN(C)C(=O)C2CCOCC2)Oc2ncc(C3=CCCC3)cc2C1=O	-3	-6	-20	13	-2	17	7
CC(C)CNC(=O)C1(C)CCCCCN1Cc1ccccc1-c1ccccc1 (stereo not given)	·	18	11	·	?	·	1
C[C@H]1CN([C@@H](C)CO)C(=O)c2cccc(NS(=O)(=O)c3cn(C)cn3)c2O[C@@H]1CN(C)C(=O)Nc1ccc2c(c1)OCO2	-1	-8	·	-2	?	-18	-2

4 entries out of the list, ordered by count of non-hydrogen atoms, low to high:
SMILES	SIRT5 inh	EWS-Fli inh	PAX8 reporter	ARNT-TACC3 inh	DENV2 CPE	LGR2 inh	Casp6 inh
COC(=O)C1=C(N)OC2=C(C(=O)CCC2)C1c1cccnc1 (stereo not given)	1	0	3	-2	-3	8	1
C[C@H]1CN([C@@H](C)CO)S(=O)(=O)c2ccc(C#CC(C)(C)O)cc2O[C@H]1CN(C)CC1CC1	-1	-4	·	-3	-6	0	4
C[C@H]1CN([C@@H](C)CO)C(=O)c2cccc(NS(=O)(=O)c3ccccc3)c2O[C@H]1CN(C)Cc1ccc(Cl)c(Cl)c1	-1	-5	-28	1	-6	-1	-2
C[C@H]1CN([C@@H](C)CO)C(=O)c2cccc(NS(=O)(=O)c3cn(C)cn3)c2O[C@@H]1CN(C)C(=O)Nc1ccc2c(c1)OCO2	-1	-8	·	-2	?	-18	-2

(listing goes on)
SMILES	SIRT5 inh	EWS-Fli inh	PAX8 reporter	ARNT-TACC3 inh	DENV2 CPE	LGR2 inh	Casp6 inh
CCN(CC)c1ccc(NC(=O)CCc2nnc3ccc(N4CCCCC4)nn23)c(C)c1	·	5	13	-5	1	3	1
COc1ccc(C(=O)NNC(=O)C(Cc2ccc(O)cc2)NC(=O)c2ccccc2NC(=O)c2ccc(OC)cc2)cc1 (stereo not given)	·	·	-3	-8	·	3	·
COc1ccc(C(=O)NC(CC(=O)O)c2cc([N+](=O)[O-])ccc2Cl)c(SC)c1 (stereo not given)	0	4	3	2	-7	-5	19
O=C(C[C@@H]1C=C[C@H](NC(=O)c2ccc3c(c2)OCO3)[C@@H](CO)O1)NCc1ccc(Cl)cc1	-1	1	-2	-2	-4	7	3
COc1ccc(-n2c(=S)[nH]c3cc(C(=O)N4CCN(c5ccccc5)CC4)ccc3c2=O)c(OC)c1	1	-6	23	-2	14	-10	-2
Cc1cc(OCC(=O)NCc2cccnc2)ccc1[N+](=O)[O-]	-1	-2	-2	-2	·	-5	3
CCC(=O)N(C)C[C@@H]1Oc2ncc(C#C[C@H](C)O)cc2C(=O)N([C@H](C)CO)C[C@H]1C	?	-7	-5	-11	8	6	0
C=Cn1c(C(=O)O)ccc1-c1ccc(OC)cc1	-3	-3	27	·	2	26	0
O=C(CN1CC(=O)Oc2ccccc21)OCC(=O)c1ccc(F)cc1	-4	-4	-31	63*	2	9	-5
C[C@H](CO)N1C[C@H](C)[C@H](CN(C)C(=O)Nc2ccccc2)Oc2ccc(NC(=O)CCC(F)(F)F)cc2CC1=O	0	-3	-24	-5	-6	-2	5
COCC(=O)Nc1cc(C)cn(Cc2c(F)cccc2Cl)c1=O	9	7	11	-3	7	6	-1
CCc1c(C)sc(NC(=S)Nc2cccnc2)c1C(=O)OC	1	7	6	1	2	-2	2
CCOC(=O)C(CC)Sc1ccc2nnc(CCNS(=O)(=O)c3ccccc3)n2n1 (stereo not given)	-3	-4	5	-1	4	24	-1
C#CCNC(=O)C[C@H]1C[C@@]2(C(=O)OC)C(=C[C@H](C(C)(C)C)O[C@@H]2C)N(CCC2=CCCCC2)C1=O	·	2	17	·	-8	10	-1
CCOc1ccc(C(=O)NC(C(=O)NCc2cccnc2)C(C)C)cc1 (stereo not given)	0	4	-2	1	-5	-7	0
C=CCN(c1ccccc1C(=O)NCC(=O)O)S(=O)(=O)c1ccc(C)cc1	0	7	-8	-2	2	-5	1
